Assay outcomes (PubChem BioAssay)
All columns: NCI-60 one-dose screen, growth in % after 48 h at 10 µM unless noted; 100 = growth as untreated, 0 = no growth, -100 = all killed.
MDA-MB-468: MDA-MB-468 breast cancer; hit rate 8.5% among 78,000; AID 2202374
MOLT-4: MOLT-4 leukemia cells. hit rate 6.9% among 80,000
K-562: K-562 leukemia. hit rate 7.4% among 78,000. AID 1794777
MCF7: MCF7 breast cancer. hit rate 6.3% among 82,000
MDA-MB-231: MDA-MB-231 breast cancer; hit rate 5% among 81,000; AID 1794789
RPMI-8226: RPMI-8226 leukemia cells; AID 1794781; hit rate 7.5% among 77,000
SR: SR leukemia cells. hit rate 8.7% among 73,000
MDA-MB-435: MDA-MB-435 melanoma. hit rate 7.8% among 82,000
* marks the source's active call; other numbers are inactive results; . = not tested or not shown; & = joins results of further samples. The calls were made as follows: active = growth percent below 10; inactive = the rest.

1: CCOC1=NC(=C(c2ccccc2)c2ccccc2)OC1=O
2: CCOC(=O)CNC(=O)Nc1ccc2c(ccn2C(=O)c2cccc(F)c2)c1
3: CCC1(CC)C(=O)NC(=O)NC1(OC)OC
4: Nc1cc(N)c2nc(NCCc3ccc(Cl)c(Cl)c3)cnc2c1
5: NC(N)=N/N=C(/c1ccccc1)c1ccc2nc(-c3ccc(Cl)cc3)[nH]c2c1
6: CC1=NN(c2ccc(S(=O)(=O)O)cc2)C(=O)C1
7: NS(=O)(=O)c1ccc(-n2cc(-c3cccc(NC(=O)c4cccc(C(F)(F)F)c4)c3)nn2)cc1
8: CC(=O)Nc1c(Cl)cc2c(c1Cl)Cc1cc([N+](=O)[O-])ccc1-2

entry no. | 1 | 2 | 3 | 4 | 5 | 6 | 7 | 8
MDA-MB-468 | 105 | 85 | 97 | . | 93 | 112&138 | 82 | -28*
MOLT-4 | 110 | 100 | 83 | -70* | 55 | 100&80 | 97 | 85
K-562 | 110 | 96 | 80 | -23* | 63 | 95&81 | 96 | 80
MCF7 | 114 | 92 | 96 | -44* | 56 | 97&96 | 43 | 28
MDA-MB-231 | 110 | 116 | 99 | -23* | 98 | 157&103 | 84 | 97
RPMI-8226 | . | 98 | 101 | -49* | 32 | 108&101 | 108 | .
SR | 120 | 102 | 77 | -70* | 58 | 94&92 | 96 | 70
MDA-MB-435 | 101 | 100 | 112 | -50* | 85 | 100&106 | 106 | 81

9: CC1CC(=O)c2cc(-c3ccccc3)oc2C1 (stereo not given)
10: N#Cc1csc(CCNC(=O)c2ccccc2)n1
11: CC(=O)NC(C)c1c(OC(C)=O)ccc2ccccc12 (stereo not given)
12: O=C(O)/C=C/C(=O)Nc1cccc2c1Cc1ccccc1-2
13: N#CC(CCCN1CCCCC1)(c1ccccc1)c1ccccc1
14: COc1cccc(C=C2C(=O)NC(=O)NC2=O)c1O
15: O=C(c1ccccc1)C(NCCO)c1ccccc1 (stereo not given)
16: CCCCCCCCCCSc1n[nH]c(=S)s1

entry no. | 9 | 10 | 11 | 12 | 13 | 14 | 15 | 16
MDA-MB-468 | 104 | 103 | 103 | 99 | 95 | 97 | 93 | 96
MOLT-4 | 107 | 104 | 97 | 110 | 107 | 101 | 84 | 97
K-562 | 96 | 119 | 97 | 100 | 108 | 96 | 99 | 107
MCF7 | 93 | 91 | 103 | 96 | 93 | 106 | 94 | 94
MDA-MB-231 | 108 | 111 | 106 | 85 | 87 | 113 | 99 | 102
RPMI-8226 | 99 | 102 | 102 | 97 | 103 | 101 | 87 | 88
SR | 95 | 99 | 97 | 92 | 93 | 100 | 109 | 98
MDA-MB-435 | 97 | 108 | 107 | 101 | 102 | 100 | 108 | 109

A stretch from further up, as a working copy:
4: Nc1cc(N)c2nc(NCCc3ccc(Cl)c(Cl)c3)cnc2c1
5: NC(N)=N/N=C(/c1ccccc1)c1ccc2nc(-c3ccc(Cl)cc3)[nH]c2c1
6: CC1=NN(c2ccc(S(=O)(=O)O)cc2)C(=O)C1
7: NS(=O)(=O)c1ccc(-n2cc(-c3cccc(NC(=O)c4cccc(C(F)(F)F)c4)c3)nn2)cc1
8: CC(=O)Nc1c(Cl)cc2c(c1Cl)Cc1cc([N+](=O)[O-])ccc1-2
9: CC1CC(=O)c2cc(-c3ccccc3)oc2C1 (stereo not given)
10: N#Cc1csc(CCNC(=O)c2ccccc2)n1
11: CC(=O)NC(C)c1c(OC(C)=O)ccc2ccccc12 (stereo not given)
12: O=C(O)/C=C/C(=O)Nc1cccc2c1Cc1ccccc1-2
13: N#CC(CCCN1CCCCC1)(c1ccccc1)c1ccccc1

entry no. | 4 | 5 | 6 | 7 | 8 | 9 | 10 | 11 | 12 | 13
MDA-MB-468 | . | 93 | 112&138 | 82 | -28* | 104 | 103 | 103 | 99 | 95
MOLT-4 | -70* | 55 | 100&80 | 97 | 85 | 107 | 104 | 97 | 110 | 107
K-562 | -23* | 63 | 95&81 | 96 | 80 | 96 | 119 | 97 | 100 | 108
MCF7 | -44* | 56 | 97&96 | 43 | 28 | 93 | 91 | 103 | 96 | 93
MDA-MB-231 | -23* | 98 | 157&103 | 84 | 97 | 108 | 111 | 106 | 85 | 87
RPMI-8226 | -49* | 32 | 108&101 | 108 | . | 99 | 102 | 102 | 97 | 103
SR | -70* | 58 | 94&92 | 96 | 70 | 95 | 99 | 97 | 92 | 93
MDA-MB-435 | -50* | 85 | 100&106 | 106 | 81 | 97 | 108 | 107 | 101 | 102

14: COc1cccc(C=C2C(=O)NC(=O)NC2=O)c1O
15: O=C(c1ccccc1)C(NCCO)c1ccccc1 (stereo not given)

entry no. | 14 | 15
MDA-MB-468 | 97 | 93
MOLT-4 | 101 | 84
K-562 | 96 | 99
MCF7 | 106 | 94
MDA-MB-231 | 113 | 99
RPMI-8226 | 101 | 87
SR | 100 | 109
MDA-MB-435 | 100 | 108

Further structures follow:
17: CCOC(=O)Cn1c(=O)c2c(c3ccccc3n2C)n2nnc(-c3ccccc3)c12
18: COc1ccc(/C(C)=N/Nc2ccc([N+](=O)[O-])cc2[N+](=O)[O-])cc1
19: ICI
20: N#CSc1c[nH]c2ccc(/C=C/C(=O)/C=C(/C=C/c3ccc4[nH]cc(SC#N)c4c3)OB(F)F)cc12
21: CCN(CC)c1cc(/C=C/c2ccc(Cl)cc2)nc2cc(Cl)c(Cl)cc12
22: CN1CCN(c2ccc3nc(-c4cc(C(C)(C)C)c(O)c(C(C)(C)C)c4)[nH]c3c2)CC1
23: O=C(Oc1ccccc1-c1ccccc1)c1ccccc1C(=O)c1ccccc1
24: Cc1ccc(N2COc3ccc4ccccc4c3C2)cc1

entry no. | 17 | 18 | 19 | 20 | 21 | 22 | 23 | 24
MDA-MB-468 | . | 108 | 108 | -49* | 51 | 65 | 92 | 99&108
MOLT-4 | 93 | 99 | 108 | -38* | 94 | 40 | 80 | 98&100
K-562 | 85 | 97 | 102 | -27* | 66 | -11* | 74 | 80&97
MCF7 | 75 | 88 | 104 | 7.2* | 90 | 36 | 105 | 93&116
MDA-MB-231 | 103 | 92 | 103 | -36* | 97 | 39 | 82 | 83&99
RPMI-8226 | 136 | 100 | 107 | -12* | 78 | -24* | . | 84&100
SR | . | 78 | 113 | -25* | 55 | -15* | 62 | 85&95
MDA-MB-435 | 113 | 106 | 102 | -77* | 89 | 0.0* | 92 | 101&104

25: Cc1cc2c(C(C)C)c(O)c(O)c(C(=O)C(=O)Nc3ccc(C(C)(C)C)cc3)c2c(O)c1-c1c(C)cc2c(C(C)C)c(O)c(O)c(C(=O)C(=O)Nc3ccc(C(C)(C)C)cc3)c2c1O
26: O=C1Cc2cccc(=O)c(O)c2C(=O)O1
27: Cc1nc2c(N)nn(C)c2nc1C
28: CC1(C)CN=C(Cc2ccccc2)NC1
29: CNc1oc(Cc2ccccc2Cc2nc(C#N)c(NC)o2)nc1C#N
30: Clc1ccc(C2=Nn3c(N/N=C/c4ccsc4)nnc3SC2)cc1
31: CCCCCCCCCCCCCCNC1=CC(=O)c2c(C(=O)OC)c(C)nc(C)c2C1=O
32: CCc1c2c(nc3ccc(OCc4ccc(B5OC(C)(C)C(C)(C)O5)cc4)cc13)-c1cc3c(c(=O)n1C2)COC(=O)[C@]3(O)CC

entry no. | 25 | 26 | 27 | 28 | 29 | 30 | 31 | 32
MDA-MB-468 | 100 | 98 | 112 | 105 | 104 | 92 | 74 | -42*
MOLT-4 | 104 | 95 | 100 | 106 | 107 | 96 | 53 | 9.0*
K-562 | 111 | 99 | 113 | 93 | 104 | 90 | 31 | 20
MCF7 | 100 | 95 | 103 | 99 | 91 | 77 | 80 | 2.5*
MDA-MB-231 | 104 | 135 | 92 | 92 | 104 | 97 | 84 | 34
RPMI-8226 | 95 | 98 | 100 | . | 102 | 97 | 46 | 10
SR | 105 | 99 | 100 | 109 | 104 | 110 | 32 | 12
MDA-MB-435 | 112 | 110 | 115 | 118 | 104 | 105 | 78 | 9.5*

33: O=C(O)C(O)c1ccc(Br)cc1 (stereo not given)
34: O=C1C(Cl)=C(NCCO)C(=O)c2ccccc21
35: CCSc1nnc2c(/C=C/c3ccccc3O)nc3ccccc3n12
36: C[C@@H]1OC(=O)c2c(O)cccc2[C@@H]1O
37: CN(C)CCCn1c(=O)c2ccccc2c2cnc3[nH]ccc3c21
38: CCCCCc1ccc(S(=O)(=O)Nc2cc(-c3csc(NC)n3)ccc2N2CCN(C)CC2)cc1
39: Oc1ccc(N=Nc2ccc(N=Nc3ccccc3)cc2)cc1
40: Cc1cc(=O)n2n1-c1ccc3ccccc3c1NC2c1ccc2c(c1)OCO2 (stereo not given)

entry no. | 33 | 34 | 35 | 36 | 37 | 38 | 39 | 40
MDA-MB-468 | 115 | 88 | 37 | 90 | -9.4* | 101 | 83 | 91
MOLT-4 | 104 | 103 | 28 | 110 | -5.4* | . | 4.6* | .
K-562 | 96 | 86 | 39 | 100 | -11* | . | -7.0* | 109
MCF7 | 95 | 73 | 20 | 94 | 1.3* | 88 | 23 | 87
MDA-MB-231 | 116 | 102 | 64 | 101 | -11* | 96 | 55 | 77
RPMI-8226 | . | 101 | 34 | 108 | -24* | 116 | 25 | 91
SR | 94 | 102 | 35 | 107 | -35* | . | 43 | 98
MDA-MB-435 | 103 | 103 | 61 | 105 | 12 | 105 | 20 | 123

41: NC1C2CN(c3cnc(C(=O)Nc4cc(F)cc5cccnc45)cn3)CC12 (stereo not given)
42: CCCCN(CCCC)c1ccc(C(=O)O)cc1
43: CCCOP(=O)(OCCC)OCC1OC(n2ccc(N)nc2=O)C(O)C1O (stereo not given)
44: C/C(=N\NC(=O)CSc1nc2sc3c(c2c(=O)n1-c1ccccc1)CCC(C)C3)c1ccc(Br)cc1 (stereo not given)
45: COc1cc(-c2csc(NC(=O)c3ccc4c(c3)OCCO4)n2)cc(OC)c1OC
46: COc1ccc(Cn2cc(C(=O)Nc3cccnc3Nc3ccccc3)nn2)cc1
47: OCc1cc(CN2CCCCC2)c(O)c2ncccc12
48: COc1cccc(/C=C2/C[C@]3(C)[C@H]4CC[C@@H]5[C@@H](C(=O)/C=C/c6cccc(OC)c6)CC[C@@]5(C)[C@]4(C)CC[C@H]3C(C)(C)C2=O)c1

entry no. | 41 | 42 | 43 | 44 | 45 | 46 | 47 | 48
MDA-MB-468 | 32 | 101 | 99 | 100 | 87 | 93 | 77 | 100
MOLT-4 | 47 | 99 | 106 | 103 | 83 | 93 | 36 | 85
K-562 | 40 | 107 | 99 | 93 | 80 | 108 | 56 | 84
MCF7 | 17 | 99 | 104 | 91 | 91 | 91 | 45 | 87
MDA-MB-231 | 80 | 120 | 97 | 90 | 68 | 86 | 50 | 89
RPMI-8226 | 90 | 102 | 105 | 83 | 58 | 96 | 72 | 84
SR | 100 | . | 99 | 96 | 73 | 95 | 27 | 80
MDA-MB-435 | 98 | 102 | 97 | 103 | 90 | 96 | 77 | 99

49: O=C(O)CCn1c(O)c(N=Nc2cccc3c2C(=O)c2ccccc2C3=O)sc1=S
50: CC1CN=C(c2ccc(NC(=O)c3ccc(C(=O)Nc4ccc(C5=NCC(C)N5)cc4)cc3)cc2)N1 (stereo not given)
51: Cc1cccc2cc(C(c3nnnn3Cc3ccc4c(c3)OCO4)N3CCN(C)CC3)c(=O)[nH]c12 (stereo not given)
52: c1ccc2c(c1)ncn2-c1ccnc(NCCc2ccncc2)n1
53: O=[N+]([O-])c1cnccc1-n1nnc2ccccc21
54: COc1cc(/C=C/C(=O)/C=C(O)/C=C/c2ccc(OC(=O)C(C)c3ccc(CC(C)C)cc3)c(OC)c2)ccc1O (stereo not given)
55: FC(F)(F)c1cc(CNc2ncc(Br)c(Cl)n2)cc(C(F)(F)F)c1
56: Fc1ccc2c(c1)CC1C[C@@H](/C=C/c3ccccc3)N2O1 (stereo not given in full)

entry no. | 49 | 50 | 51 | 52 | 53 | 54 | 55 | 56
MDA-MB-468 | 94 | . | 118 | 101 | 83 | 87 | 93 | 81
MOLT-4 | 100 | 100 | 97 | 85 | 103 | . | 86 | 86
K-562 | 100 | 71 | 110 | 114 | 88 | . | 89 | 96
MCF7 | 82 | 97 | 103 | 72 | 94 | 23 | 96 | 89
MDA-MB-231 | 104 | 119 | 120 | 102 | 78 | 98 | 121 | 93
RPMI-8226 | 99 | 85 | 111 | 93 | 84 | 50 | 88 | 89
SR | 102 | 90 | 93 | 72 | 68 | . | 86 | 88
MDA-MB-435 | 103 | 102 | 109 | 91 | 84 | 18 | . | 89

57: COc1ccc2nc3ccccc3c(NCCNCCO)c2c1
58: CS(=O)(=O)c1ccc(-c2[nH]c3ccc(F)cc3c2/C=N/N=C(N)N)cc1
59: COc1ccc(OC)c(/C=C/C(=O)c2ccc(NC(=O)COc3cccc4cccnc34)cc2)c1
60: NS(=O)(=O)c1ccc(C(=O)N=Nc2c(O)[nH]c3ccc(Cl)cc23)cc1
61: CN1C(=O)N(C)C2C1NN=c1s/c(=C\C=C\c3ccccc3)c(=O)n12 (stereo not given)
62: Cc1nn(-c2ccc(Cl)cc2)c2c1C(c1ccc(Br)cc1)C(C#N)=C(N)O2 (stereo not given)

entry no. | 57 | 58 | 59 | 60 | 61 | 62
MDA-MB-468 | -73* | 96 | 81 | 110 | 14 | 102
MOLT-4 | 10 | 90 | 47 | 107 | 65 | 101
K-562 | 19 | 83 | 29 | 98 | 21 | 99
MCF7 | 2.1* | 98 | 23 | 89 | -95* | 99
MDA-MB-231 | -19* | 89 | 88 | 99 | 65 | 94
RPMI-8226 | 2.4* | 81 | 11 | 98 | 85 | 105
SR | -11* | . | 24 | 95 | 24 | 102
MDA-MB-435 | -54* | 98 | 91 | 105 | 4.7* | 108
